TROY NFkB inh – TROY signaling inhibition | Q293 LMP1-TROYcd NF-kB luciferase reporter, 4 h | inhibition, % at 10 µM | 360,000 compounds, 0.98% hits | AID 1347056;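 active = compounds whose plate-normalised and pattern-corrected inhibition of the luciferase reporter signal at the single screening dose is 50% or more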
NR2E3 ag-1 – agonists of human nuclear receptor NR2E3. Q9Y5X4. GST-NR2E3/biotin-RetCOR TR-FRET, 1536-well. inhibition of corepressor binding, % at 4.78 µM. 320,000 compounds, 0.12% hits. AID 2300;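 active = percent inhibition above the cutoff of mean plus 3 SD of all tested compounds, set per screening campaign, cut at about 20% in these data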;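 also: 0% = DMSO wells and 100% = biotin wells as full block of FRET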
Target sequence (Q9Y5X4 whole entry, looked up): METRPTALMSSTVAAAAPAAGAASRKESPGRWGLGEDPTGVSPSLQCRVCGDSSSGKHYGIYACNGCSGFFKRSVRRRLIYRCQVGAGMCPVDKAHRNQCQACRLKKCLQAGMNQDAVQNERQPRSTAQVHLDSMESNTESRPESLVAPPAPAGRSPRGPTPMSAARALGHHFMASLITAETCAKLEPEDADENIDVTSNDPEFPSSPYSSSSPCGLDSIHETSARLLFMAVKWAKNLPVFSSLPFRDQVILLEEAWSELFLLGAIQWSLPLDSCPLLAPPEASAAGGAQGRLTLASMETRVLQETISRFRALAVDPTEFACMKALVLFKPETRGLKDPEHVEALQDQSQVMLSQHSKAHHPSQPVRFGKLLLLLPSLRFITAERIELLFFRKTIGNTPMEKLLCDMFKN
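System: GST-tagged NR2E3 plus biotinylated RetCOR corepressor; Buffer or medium: pH 7.5 Tris-based buffer; Probe or stimulus: RetCOR corepressor, biotinylated, 7 nM; Doses: compound at 4.8 µM, single dose; Schedule: 5 h incubation at 4 °C; Technique: time-resolved FRET; Evaluation: percent inhibition of TR-FRET ratio; Replication: one well per compound, singlicate testing.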
CF NFkB inh – blocks PAF-induced NF-kB reporter in cystic fibrosis cells; 360,000 compounds, 0.86% hits; KKLEB NF-kB-GFP reporter, GFP fluorescence overnight; inhibition, % at 5 µM; AID 588850;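 active = at least 50% inhibition at 5 µM, scaled per plate between neutral and stimulator controls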;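 also: PAF is a Pseudomonas aeruginosa culture filtrate used as stimulus; plate controls were PAF-stimulated DMSO wells for no effect and unstimulated DMSO wells for full effect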
Shn3 3UTR inh – reduces Shn3 3'UTR luciferase signal in osteoblasts; Clone20 osteoblast Shn3 3'UTR firefly luciferase, 24 h; AID 588674; 360,000 compounds, 0.52% hits; inhibition, % at 12.5 µM;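 active = mean inhibition of at least 75% with every replicate also reaching 75%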;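 also: 0% = median of neutral control wells and 100% = pilot-screen positive control compound; some compounds past the cut are filed as inactive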
NR2E3 ag-2 – activates human NR2E3 receptor | Q9Y5X4 | CHO-S Gal4-NCOR/VP16-NR2E3 two-hybrid, luciferase | inhibition of corepressor binding, % at 3.98 µM | 360,000 compounds, 0.35% hits | AID 602229;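 active = inhibition above the mean of all tested compounds plus 3 SD, cut at about 70% in these data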;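 also: 0% = DMSO with NR2E3 transfected cells and 100% = cells lacking NR2E3 construct; higher means lower luciferase signal from less NR2E3 corepressor binding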
MITF TRPM1 inh – inhibitors of MITF-driven TRPM1 promoter in melanoma cells. SK-MEL-5 TRPM1 promoter luciferase, 24 h. inhibition, % at 12.5 µM. 330,000 compounds, 0.83% hits. AID 488899;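 active = mean inhibition across replicates of 60% or more, whatever share of single replicates reaches that level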; also: values of inactives mirror those of a sister screen read the other way
TRAIL sens C8 – sensitizes caspase-8 expressing cells to TRAIL; inhibition (viability loss, TRAIL sensitization), % at 10 µM; NB7+C8 cells + TRAIL, ATPlite viability luminescence; 360,000 compounds, 1% hits;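 active = compounds causing at least 50% loss of cell viability in the single-dose screen, relative to plate controls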
Peg3 promoter – inhibitors of Peg3 promoter; HeLa PEG-Prom luciferase reporter, luminescence, overnight; inhibition, % at 20 µM; 360,000 compounds, 1.7% hits;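 active = inhibition of at least 50% at 20 µM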
HIF-2a block – HIF-2a inhibition; 786-0 RCC cells HIF-2a reporter, luciferase luminescence, overnight; inhibition, % at 18.8 µM; 360,000 compounds, 0.72% hits;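 active = inhibition of the luminescence signal of 40% or more relative to plate controls, in a single-dose primary screen at 18.75 µM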
TWEAK Fn14 block – TWEAK-Fn14 signaling inhibition; inhibition, % at 10 µM; 360,000 compounds, 2% hits; TWEAK-stimulated Fn14 reporter cells, luciferase luminescence, 8 h; in the data active = inhibition above about 50%
KKLEB cytotox – counter-screen for CF NF-kB inhibitors: cytotoxicity | KKLEB CF airway cells viability, ATPlite luminescence, overnight; active compounds read low; cells stimulated with P. aeruginosa culture filtrate | activity change (cytotoxicity), % at 5 µM | 360,000 compounds, 0.36% hits;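 active = corrected activity change at or below -50% at 5 µM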
Active calls of the source: *; / = no result given. An excerpt; the hit share may differ from the screen's.

The opening 2 records, to show the layout:
SMILES	TROY NFkB inh	NR2E3 ag-1	CF NFkB inh	Shn3 3UTR inh	NR2E3 ag-2	MITF TRPM1 inh	TRAIL sens C8	Peg3 promoter	HIF-2a block	TWEAK Fn14 block	KKLEB cytotox
COc1ccc(/C=N/NC(=O)c2ccc(NC(=O)c3ccccc3Br)cc2)cc1	-12.4	-2.2	14.0	11.0	27.3	1.7	-8.4	8.4	8.2	18.8	0.1
Cc1cccc(N/C=C/C(=O)c2cccs2)c1C	-18.4	0.3	-9.8	-21.7	-99.4	-6.0	78.8*	-205.5	-83.5	57.9*	-34.3

The whole of this part, previewed entries included:
SMILES	TROY NFkB inh	NR2E3 ag-1	CF NFkB inh	Shn3 3UTR inh	NR2E3 ag-2	MITF TRPM1 inh	TRAIL sens C8	Peg3 promoter	HIF-2a block	TWEAK Fn14 block	KKLEB cytotox
COc1ccc(/C=N/NC(=O)c2ccc(NC(=O)c3ccccc3Br)cc2)cc1	-12.4	-2.2	14.0	11.0	27.3	1.7	-8.4	8.4	8.2	18.8	0.1
Cc1cccc(N/C=C/C(=O)c2cccs2)c1C	-18.4	0.3	-9.8	-21.7	-99.4	-6.0	78.8*	-205.5	-83.5	57.9*	-34.3
Cc1cccc(-c2cc(C(=O)Nc3sc(C)c(C)c3C(N)=O)c3ccccc3n2)c1	30.0	6.1	-2.5	21.7	5.5	3.2	24.3	5.3	-5.6	5.3	-10.9
O=C(O)c1ccc(N=Nc2c(O)[nH]c3ccccc23)cc1	28.4	-8.7	-13.1	6.3	-129.0	-3.0	15.1	11.3	-28.4	89.7*	2.9
O=C(O)Cc1ccc(NC(=O)C2CCCCC2C(=O)O)cc1 (configuration not stated)	-9.9	1.1	-9.5	3.9	-12.8	7.4	-2.9	6.7	21.9	-3.3	4.3
CCNC(COC(=O)c1ccc([N+](=O)[O-])cc1)C1CCCCC1 (configuration not stated)	4.8	/	0.9	18.7	-1.4	-1.5	-12.6	3.7	-2.0	12.4	3.3
O=C(NCCc1nc2ccccc2[nH]1)/C(=C/c1ccc2c(c1)OCO2)NC(=O)c1ccccc1Cl	1.4	3.2	9.3	1.1	10.4	1.9	-12.7	13.2	8.2	-3.8	10.1
O=C1CCC(C(=O)N2CCOCC2)CN1Cc1cccc(C(F)(F)F)c1 (configuration not stated)	-3.3	-4.0	0.5	-13.9	-8.5	-15.5	-0.2	3.0	2.4	3.0	15.1
CC1CC(C)CN(C(=O)C2CCN(S(=O)(=O)c3cccc4cccnc34)CC2)C1 (configuration not stated)	-4.7	1.6	12.8	-5.5	1.5	8.2	13.5	12.2	14.2	-7.5	-1.3
Cc1ccc(NC(=O)CSc2nnc(C(F)(F)F)n2C)cc1[N+](=O)[O-]	-3.0	-1.8	0.3	10.4	4.2	-6.4	2.9	-12.3	-5.6	5.8	8.0
CCc1ccc(-c2nc(SCC(=O)NC3CCCC3)n[nH]2)cc1	26.1	3.3	-7.8	17.6	-7.9	14.3	26.3	6.0	-23.1	66.6*	0.2
Cc1ccc(S(=O)(=O)N2C[C@H]3N(C(=O)OC(C)C)N(C(=O)OC(C)C)C[C@H](OC(=O)NCc4ccccc4)[C@@]3(O)C2)cc1	-5.7	/	21.0	18.1	-29.2	/	3.6	11.8	-18.5	14.6	-11.4
Cc1nnc(SCC(=O)N2CCCC2)n1-c1ccc(F)cc1	-3.0	-0.9	5.0	-6.7	-16.7	14.4	11.8	3.6	12.4	-1.7	-19.9
Cc1ccccc1Nc1c(-c2cccnc2)nc2ccccn12	3.0	3.8	-29.9	-20.4	27.4	5.4	1.8	0.2	5.2	-29.0	-7.6
COc1ccc(S(=O)(=O)Nc2ccccc2C(=O)Nc2nc(-c3ccc(F)cc3)cs2)cc1OC	58.6*	0.2	51.7*	-0.6	58.8	0.5	20.6	32.3	-16.0	92.0*	-41.1
N#Cc1ccc(-n2nccc2-c2cnc3n(c2=O)CCS3)cc1	-27.0	-0.3	2.4	4.7	-11.9	-8.4	13.2	5.4	16.1	-5.4	1.9
CCN(CC)S(=O)(=O)c1ccc(N2CC(C(=O)Nc3cccc(C(=O)NC4CC4)c3)CC2=O)cc1 (configuration not stated)	2.5	/	8.9	-11.2	2.3	-5.2	-2.5	-7.2	2.5	4.4	-10.9
CC(CCc1ccccc1)NC(=O)CN1CCN(Cc2ccc(Cl)cc2)C1=O (configuration not stated)	6.4	2.6	-25.1	9.2	22.6	9.9	6.2	12.7	20.0	4.7	5.1
CCCCN(C(=O)c1ccc(OC(F)(F)F)cc1)c1c(N)n(CCC)c(=O)[nH]c1=O	-0.9	0.2	-3.1	1.7	7.0	-1.6	-2.8	0.8	5.5	-1.1	6.1
O=C(CSc1nc2c(c(=O)[nH]1)CCC2)Nc1ccc(F)cc1	1.5	0.8	9.1	6.0	-10.9	7.6	5.2	6.1	10.8	24.7	-0.4
CCN1CCN(C(=O)C2CCCN(c3ncnc4c3nc3n4CCCCC3)C2)CC1 (configuration not stated)	-29.5	-0.7	-2.0	-4.4	-6.2	2.9	-7.3	13.4	8.1	1.7	-10.4
O=C(CCNC(=O)c1ccco1)Nc1ccc(N2CCOCC2)cc1	-2.8	-0.1	5.8	-12.0	6.1	7.5	-5.7	11.1	3.0	15.6	7.5
COc1ccc(C/C(N)=N/n2cnnc2)cc1Cl	0.7	2.3	24.5	6.5	3.0	-7.2	0.5	-8.8	14.4	2.2	-6.4
COc1cccc(-c2cc(C(=O)Nc3ccc([N+](=O)[O-])cn3)c3ccccc3n2)c1	-2.6	0.8	-21.6	-13.8	-34.7	-6.5	18.3	17.3	-1.5	-2.0	-3.8
CN(C)c1ccc(C(=S)N2CCN(S(=O)(=O)c3ccccc3)CC2)cc1	26.9	-0.1	10.6	-22.4	9.5	13.7	-15.1	3.0	20.7	2.2	9.1
O=C(CCc1ccccc1)Nc1nc2n(n1)C(c1ccccc1)CC(=O)N2 (configuration not stated)	-2.3	2.7	4.2	-4.0	-10.8	13.3	8.2	25.0	7.0	5.3	2.0
CCOc1ccc(C(C(=O)NC2CCCC2)N(Cc2ccccc2)C(=O)c2nsc(Cl)c2Cl)cc1 (configuration not stated)	-6.1	3.4	33.3	21.3	-7.4	-8.3	13.3	35.9	4.2	19.9	-45.2
COc1ccc(O)c(/C=N/NC(=O)CCC(=O)Nc2cccc(C)c2)c1	-20.6	-0.8	17.0	41.7	-39.6	10.8	11.5	30.2	6.6	-15.1	1.4
CCOc1ccc(-c2cccc(NS(=O)(=O)c3cccc([N+](=O)[O-])c3)c2)nn1	-7.4	/	11.2	-0.2	-5.9	/	1.8	15.6	-5.6	7.6	-5.3
COc1cccc(N2CCN(C(=O)CN(c3cc(C)cc(C)c3)S(=O)(=O)c3c(C)noc3C)CC2)c1	1.7	0.5	2.5	13.9	-11.5	7.7	12.5	19.7	15.7	14.1	-1.4
O=C(Nc1ccc(S(=O)(=O)Nc2ncccn2)cc1)c1nn(Cc2ccccc2)c(=O)c2ccccc12	3.5	-1.5	-12.4	-3.5	6.2	7.1	-1.1	20.8	20.4	11.4	2.0
COC(=O)c1cc(=O)nc2sc(-c3ccccc3)nn12	-18.0	1.4	-5.1	-12.9	13.8	-0.8	-1.0	-5.2	8.9	12.4	0.7
Cc1ccc(C)c(N/N=C2\CCCNC2=O)c1	-1.0	4.8	-18.0	-15.2	-5.8	-29.6	4.2	-26.6	-1.0	-6.0	1.6
COc1ccc(-c2nc(CN3CCN(c4ncccn4)CC3)c(C)o2)cc1C	8.0	1.6	15.8	-16.9	-6.2	-16.7	8.1	-3.6	-71.1	-15.2	3.2
COc1ccc(C(=O)N2CCN(S(=O)(=O)c3ccc(Cl)cc3)CC2)cc1OC	24.2	-0.9	11.0	-26.3	-9.0	4.0	-14.4	38.2	7.1	-10.6	-2.5
C/C(=N/O)c1no[n+]([O-])c1/C(C)=N\O	8.2	-0.2	-2.5	-6.3	6.1	-3.8	4.2	5.8	22.6	2.0	13.0
Cn1c(CNC2CCCCC2)nc2ccccc21	-2.5	3.0	-27.5	-0.8	3.5	-8.2	6.3	-15.2	-6.0	-6.8	8.7
O=C(Cc1cccc2ccccc12)Nc1nnc(-c2cccc([N+](=O)[O-])c2)s1	-1.8	1.7	9.2	-2.4	-56.0	4.2	1.0	-2.7	-10.2	-5.0	-5.5
CC(C)NC(=O)N(Cc1ccc(Cl)cc1)Cc1cccs1	-8.3	1.9	6.8	-12.3	7.7	0.1	0.0	15.4	17.6	5.8	-6.5
COc1ccc(CCNC(=O)Cn2c(=O)n(CC3CCCO3)c(=O)c3ccccc32)cc1OC (configuration not stated)	19.2	1.6	-10.9	5.1	15.4	-7.0	14.8	11.2	6.7	-19.1	-6.8
CC(=O)N1CCC(=NNc2ncc(C(F)(F)F)cc2Cl)CC1	-44.3	-1.4	-18.9	-12.6	-30.0	-1.9	-1.0	2.8	-8.5	-12.2	0.0
CCOC(=O)N1CCC(NC(=O)c2ccc(CS(=O)c3cccc(Cl)c3)o2)CC1 (configuration not stated)	-11.3	-1.2	11.6	8.7	7.5	-20.3	-5.5	21.0	-4.3	6.5	4.8
Cc1ccc(CNC(=S)Nc2ccc3c(c2)c(=O)n(C)n3Cc2cccc(C(F)(F)F)c2)cc1	60.9*	/	5.8	9.1	28.9	/	18.3	-16.9	1.8	57.0*	-15.1
O=C(NCc1ccon1)C1CCC(=O)N(Cc2cccc(C(F)(F)F)c2)C1 (configuration not stated)	-22.6	0.1	-6.1	-4.2	0.9	-8.3	0.6	-13.0	-10.8	-10.6	0.8
O=C(NCc1ccc(Cl)cc1)c1cnn2ccccc12	-52.3	-0.5	-22.4	-61.9	-99.6	-101.2	24.9	-335.3	-211.8	7.8	2.6
COc1ccc(CNC(=O)c2cccnc2)cc1	-6.2	2.0	-2.5	23.8	-5.2	3.6	-19.9	3.1	2.6	5.2	5.6
COc1cc(CO)cc(Br)c1OCC(=O)N1CCCCC1	-5.0	-1.4	-3.4	-0.2	3.2	-5.1	-2.4	10.3	-4.4	-17.5	-2.1
O=C(Oc1ccc(NC2=NS(=O)(=O)c3ccccc32)cc1)c1cccnc1	-10.4	-0.8	0.9	9.5	-11.6	0.4	-7.0	20.4	9.2	4.2	4.7
COc1ccc(COC(=O)C2CCN(C(=O)c3ccc(Cl)cc3)CC2)cc1F	23.9	3.7	6.0	14.3	3.7	5.2	23.9	18.0	11.4	-15.3	-14.9
O=S(=O)(c1ccc(NC(=S)NC23CC4CC(CC(C4)C2)C3)cc1)N1CCCCC1	44.5	/	40.1	5.8	-6.2	/	-11.8	48.4	11.3	69.5*	-14.8
O=C1CSC(=Nc2ccc(O)cc2)N1	14.8	-3.5	2.7	15.7	-3.3	-18.9	2.4	-5.8	12.5	22.1	1.9
CCOC(=O)c1ccc(N2C(=O)C3CCCN3C2=S)cc1 (configuration not stated)	-17.0	0.3	8.7	-3.3	-22.2	-18.1	11.0	-47.9	-69.5	-4.3	14.2

Screens from PubChem.
